TNF necrop inh: inhibitors of TNF-alpha triggered necroptosis, primary screen, cell-based, Jurkat FADD-/-, single concentration; activation (protection from cell death), % at 10 µM; Jurkat FADD-/- TNF necroptosis rescue, ATP luminescence, 24 h; 0 = TNF only, 100 = no-TNF cells; hit rate 0.068% among 220,000;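 active = activation, meaning protection from cell death, of at least 50% relative to plate controls; inactive = activation below 50%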;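 note: necroptosis triggered by 40 ng/mL TNF-alpha added together with compound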
EP2 antag: human EP2 receptor antagonists, primary screen, TR-FRET cAMP, C6 glioma cells; Prostaglandin E2 receptor EP2 subtype (Homo sapiens), P43116; C6 glioma cells expressing human EP2; cells stimulated with saturating PGE2; inhibition, % at 25 µM; hit rate 0.52% among 260,000;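 active = percent inhibition above 40 after rounding to a whole number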;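 note: rat C6 glioma host cells with rolipram phosphodiesterase inhibitor present; the protocol text gives 20 µM as final concentration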
Target sequence (P43116 whole entry, looked up): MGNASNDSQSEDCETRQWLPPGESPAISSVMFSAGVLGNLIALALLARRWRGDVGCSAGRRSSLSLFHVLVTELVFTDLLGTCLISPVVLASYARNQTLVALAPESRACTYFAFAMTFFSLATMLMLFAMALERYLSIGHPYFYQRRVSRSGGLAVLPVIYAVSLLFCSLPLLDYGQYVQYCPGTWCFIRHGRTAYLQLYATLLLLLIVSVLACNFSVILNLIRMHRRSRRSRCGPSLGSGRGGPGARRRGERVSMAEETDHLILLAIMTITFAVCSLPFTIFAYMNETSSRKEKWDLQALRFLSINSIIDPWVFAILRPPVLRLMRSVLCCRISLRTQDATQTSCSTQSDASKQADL
TbHK1 inh: Trypanosoma brucei hexokinase 1 inhibitors, primary screen, biochemical, G6PDH-coupled NADH absorbance, MLSCN library. recombinant TbHK1, G6PDH-coupled NADH A340. inhibition, % at 10 µM. hit rate 0.11% among 220,000. AID 1430, 2008;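 active = inhibition of 50% or more in the single-dose primary screen; inactive = inhibition below 50%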
PPC-1+TRAIL kill: compounds killing PPC-1 cancer cells with TRAIL present, primary screen, TRAIL potentiator project, ATPLite luminescence, uHTS | cell killing (% activity), % at 4 µM | PPC-1 cells + TRAIL, ATPLite viability luminescence | hit rate 0.41% among 220,000 | AID 1443, 2008;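 active = cell killing above 50% in the first pass at 4 µM, then a duplicate retest at 5 µM averaging 50% or more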;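 note: plate controls were cells with TRAIL plus DMSO for no effect and medium-only wells lacking cells for full effect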
FXIIa inh: human FXIIa protease inhibitors, primary screen, biochemical, 1536-well; inhibition, % at 5 µM; purified FXIIa, Boc-QGR-AMC fluorogenic substrate, 2 h; hit rate 0.3% among 220,000; Coagulation factor XII (Homo sapiens), P00748; in the data active = inhibition above about 40%;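 note: 0% = enzyme with no compound and 100% = blank without enzyme; many of its hits are not listed in these tables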
Wee1 degr inh: Wee1 degradation inhibitors, primary screen, cell-based, HeLa, Wee1K328M-luciferase, luminescence | HeLa Luc-Wee1K328M stability; 100% = proteasome inhibitor MG132 effect | reporter increase, % at 5 µM | hit rate 1.2% among 220,000;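 active = activation above the mean of all tested compounds plus 3 SD, set per screening run, cut at about 8.8% in these data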;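 note: cells exposed to compound for 20 h before luminescence read; 0% = DMSO alone and 100% = MG132 at 30 µM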
Target sequence (P30291 whole entry K328M): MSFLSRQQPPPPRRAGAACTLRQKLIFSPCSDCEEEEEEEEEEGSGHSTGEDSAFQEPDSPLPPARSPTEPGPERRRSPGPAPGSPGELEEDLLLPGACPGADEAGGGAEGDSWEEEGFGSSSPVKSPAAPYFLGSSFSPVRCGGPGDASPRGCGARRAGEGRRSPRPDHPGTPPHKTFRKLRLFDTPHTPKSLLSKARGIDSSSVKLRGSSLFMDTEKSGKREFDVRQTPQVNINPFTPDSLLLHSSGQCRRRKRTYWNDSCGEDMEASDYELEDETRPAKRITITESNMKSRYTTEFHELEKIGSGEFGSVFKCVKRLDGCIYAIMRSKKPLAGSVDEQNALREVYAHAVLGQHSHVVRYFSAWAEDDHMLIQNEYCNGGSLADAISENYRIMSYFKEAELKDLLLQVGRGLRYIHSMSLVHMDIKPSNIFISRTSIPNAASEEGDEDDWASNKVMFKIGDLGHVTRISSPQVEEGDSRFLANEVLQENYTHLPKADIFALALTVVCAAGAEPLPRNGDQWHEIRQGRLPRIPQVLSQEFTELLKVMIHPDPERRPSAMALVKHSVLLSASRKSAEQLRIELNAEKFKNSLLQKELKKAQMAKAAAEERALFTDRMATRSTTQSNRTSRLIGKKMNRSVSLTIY
FXIa inh: human FXIa protease inhibitors, primary screen, biochemical, 1536-well | purified FXIa, Boc-Glu-Ala-Arg-AMC fluorogenic substrate | inhibition, % at 5 µM | hit rate 0.14% among 220,000;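 active = inhibition of at least 40%; inactive = inhibition below 40%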;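 note: fluorescence of freed AMC excited at 355 nm; 0% = enzyme without compound and 100% = no enzyme blank; many of its hits are not listed in these tables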
CHOP inh: inhibitors of CHOP promoter induction, primary screen, cell-based, unfolded protein response, luciferase reporter; CHO-K1 CHOP-promoter luciferase, tunicamycin-induced, 15-18 h; inhibition, % at 10 µM; hit rate 3.8% among 220,000; AID 2732, 2010;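 active = compounds that reduced the stress-induced luciferase reporter signal by more than about 70% of percent inhibition, limit read from the data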;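 note: 0% = tunicamycin plus vehicle and 100% = wells without tunicamycin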
zVAD death inh: inhibitors of zVAD-triggered necroptosis, primary screen, L929 cells; L929 zVAD necroptosis rescue, ATP luminescence, 24 h; with zVAD 60 µM; viability rescue, % at 10 µM; hit rate 0.38% among 220,000; AID 1377, 2008;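 active = activation, scaled between plate controls, above about 75%, limit read from the data; inactive = activation under that limit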;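 note: 0% = zVAD with DMSO and 100% = DMSO alone without zVAD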
Numbers without * were called inactive. Not all compounds are listed (hit frequency here may not be typical).

Results for O=C(c1ccco1)N1CCN(C(=O)c2ccccc2[N+](=O)[O-])CC1 ?
TNF necrop inh: 1.1; EP2 antag: 2; TbHK1 inh: -2; PPC-1+TRAIL kill: 15; FXIIa inh: -1; Wee1 degr inh: -2; FXIa inh: -1; CHOP inh: -6; zVAD death inh: 1.6

How did COc1ccc(C(C(=O)NC2CCCC2)N(C(=O)c2ccco2)c2ccc3c(c2)OCO3)cc1OC (stereo unspecified) do in these assays?
TNF necrop inh: -2.1; EP2 antag: 3; TbHK1 inh: -1; PPC-1+TRAIL kill: 8; FXIIa inh: -35; Wee1 degr inh: 2; FXIa inh: -15; CHOP inh: -11; zVAD death inh: 0.4

Results for CCSc1nnc(NC(=O)Cc2cccc(OC)c2)s1 ?
TNF necrop inh: 1.7; EP2 antag: 8; TbHK1 inh: -8; PPC-1+TRAIL kill: 46; FXIIa inh: 12; Wee1 degr inh: 3; FXIa inh: -15; CHOP inh: -5; zVAD death inh: -0.4

Results for CCOC(=O)C1CCCN(C(=O)N2CCOCC2)C1 (stereo unspecified) ?
TNF necrop inh: 0.1; EP2 antag: 1; TbHK1 inh: 3; PPC-1+TRAIL kill: 20; FXIIa inh: -4; Wee1 degr inh: 8; FXIa inh: 1; CHOP inh: 0; zVAD death inh: 0.0

Results for COc1ccc(-c2nnc(SCc3cc(C)ccc3C)n2N)cc1 ?
TNF necrop inh: -1.0; EP2 antag: 7; TbHK1 inh: 3; PPC-1+TRAIL kill: -3; FXIIa inh: 7; Wee1 degr inh: -2; FXIa inh: 3; CHOP inh: 22; zVAD death inh: 0.0

How did CCN(CC)CCN1C(=O)c2ccccc2NC1c1cccc(F)c1 (stereo unspecified) do in these assays?
TNF necrop inh: -1.4; EP2 antag: 8; TbHK1 inh: -2; PPC-1+TRAIL kill: 3; FXIIa inh: 2; Wee1 degr inh: -1; FXIa inh: -10; CHOP inh: -8; zVAD death inh: -0.4

How did N#Cc1ccc(CSc2nnc(COc3ccccc3)n2-c2ccccc2)cc1 do in these assays?
TNF necrop inh: 1.0; EP2 antag: 5; TbHK1 inh: 5; PPC-1+TRAIL kill: -8; FXIIa inh: 16; Wee1 degr inh: 0; FXIa inh: 11; CHOP inh: 17; zVAD death inh: -0.6

Results for CC(=O)NC1(C(F)(F)F)C(=O)Nc2c1c(=O)[nH]c(=O)n2CCc1ccccc1 (stereo unspecified) ?
TNF necrop inh: 2.2; EP2 antag: 8; TbHK1 inh: -5; PPC-1+TRAIL kill: -11; FXIIa inh: -1; Wee1 degr inh: 2; FXIa inh: -4; CHOP inh: -2; zVAD death inh: 0.9

What do the screens show for `CCCn1c(=N)c(C(=O)NCC2CCCO2)cc2c(=O)n3cccc(C)c3nc21` (stereo unspecified)?
TNF necrop inh: -1.3; EP2 antag: 7; TbHK1 inh: -8; PPC-1+TRAIL kill: 1; FXIIa inh: -56; Wee1 degr inh: -1; FXIa inh: -51; CHOP inh: -8; zVAD death inh: -0.7

Results for COc1ccc(NC(=S)N2CCC(N(C)CC3CCCO3)CC2)cc1 (stereo unspecified) ?
TNF necrop inh: 1.8; EP2 antag: 19; TbHK1 inh: 26; PPC-1+TRAIL kill: -11; FXIIa inh: -1; Wee1 degr inh: -4; FXIa inh: -9; CHOP inh: 31; zVAD death inh: -0.4

What do the screens show for `CCC(CC)C(=O)N1N=C(c2ccc(NS(C)(=O)=O)cc2)CC1c1ccc(C)cc1` (stereo unspecified)?
TNF necrop inh: -1.3; EP2 antag: 4; TbHK1 inh: -31; PPC-1+TRAIL kill: 15; FXIIa inh: 8; Wee1 degr inh: 5; FXIa inh: -1; CHOP inh: 51; zVAD death inh: -0.8

What do the screens show for `CC(=O)c1ccc(NC(=S)NCC(c2ccco2)N2CCCC2)cc1` (stereo unspecified)?
TNF necrop inh: 0.1; EP2 antag: 7; TbHK1 inh: -8; PPC-1+TRAIL kill: 10; FXIIa inh: 6; Wee1 degr inh: 0; FXIa inh: -2; CHOP inh: 3; zVAD death inh: 2.0

How did COC(=O)CCSCC(=O)Nc1ccc(C)c(S(=O)(=O)N2CCCCC2)c1 do in these assays?
TNF necrop inh: -0.7; EP2 antag: 10; TbHK1 inh: 7; PPC-1+TRAIL kill: -11; FXIIa inh: 1; Wee1 degr inh: 5; FXIa inh: -4; CHOP inh: 7; zVAD death inh: -0.2

How did COc1cc(OC)cc(C(=O)N2CCN(C(=O)c3cccc(F)c3)CC2)c1 do in these assays?
TNF necrop inh: 0.5; EP2 antag: 5; TbHK1 inh: 6; PPC-1+TRAIL kill: 11; FXIIa inh: 9; Wee1 degr inh: 1; FXIa inh: 2; CHOP inh: -3; zVAD death inh: -0.2

What do the screens show for `CC(c1ccccc1)N1C(=O)c2ccc(C(=O)NCc3ccco3)cc2C1=O` (stereo unspecified)?
TNF necrop inh: 1.7; EP2 antag: 16; TbHK1 inh: 6; PPC-1+TRAIL kill: 6; FXIIa inh: 11; Wee1 degr inh: 3; FXIa inh: 2; CHOP inh: 34; zVAD death inh: -0.1

How did Cc1ccc(C(=O)NC2=NCCS2)cc1 do in these assays?
TNF necrop inh: -0.2; EP2 antag: 4; TbHK1 inh: -7; PPC-1+TRAIL kill: -2; FXIIa inh: 13; Wee1 degr inh: 16*; FXIa inh: 2; CHOP inh: 10; zVAD death inh: -0.3

Results for Fc1ccc(CSc2ccc(-c3ccco3)nn2)cc1 ?
TNF necrop inh: 1.5; EP2 antag: 9; TbHK1 inh: -3; PPC-1+TRAIL kill: 28; FXIIa inh: 12; Wee1 degr inh: 12*; FXIa inh: 4; CHOP inh: -19; zVAD death inh: -0.3

What do the screens show for `FC(F)(F)c1cccc(NC(=S)NCCc2ccccn2)c1`?
TNF necrop inh: -6.8; EP2 antag: 7; TbHK1 inh: 1; PPC-1+TRAIL kill: -2; FXIIa inh: 2; Wee1 degr inh: 0; FXIa inh: 3; CHOP inh: -2; zVAD death inh: -0.3

Results for O=C(NNC(=O)[C@@H]1CCCC[C@@H]1C(=O)O)c1cccs1 ?
TNF necrop inh: 0.5; EP2 antag: 13; TbHK1 inh: 5; PPC-1+TRAIL kill: 17; FXIIa inh: 5; Wee1 degr inh: 3; FXIa inh: -5; CHOP inh: 24; zVAD death inh: 0.0

What do the screens show for `Cc1ccc(S(=O)(=O)N2c3ccccc3OCC2c2ccccc2)cc1` (stereo unspecified)?
TNF necrop inh: -15; EP2 antag: 5; TbHK1 inh: 5; PPC-1+TRAIL kill: 3; FXIIa inh: -3; Wee1 degr inh: 1; FXIa inh: -10; CHOP inh: 32; zVAD death inh: -0.2

How did CCN(CC(=O)NC1CCS(=O)(=O)C1)C(=O)COc1ccccc1-c1ccccc1 (stereo unspecified) do in these assays?
TNF necrop inh: -5.4; EP2 antag: 6; TbHK1 inh: 4; FXIIa inh: -1; Wee1 degr inh: -3; FXIa inh: -5; CHOP inh: 37; zVAD death inh: -0.2

Results for Cc1ccccc1N=C1NC(=O)/C(=C/c2cccnc2)S1 ?
TNF necrop inh: 0.4; EP2 antag: 10; TbHK1 inh: -51; PPC-1+TRAIL kill: -16; FXIIa inh: 9; Wee1 degr inh: 3; FXIa inh: 3; CHOP inh: 17; zVAD death inh: 0.6

How did O=C(CCc1nc(-c2ccccc2)no1)NCc1cccnc1 do in these assays?
TNF necrop inh: -1.7; EP2 antag: 6; TbHK1 inh: -7; PPC-1+TRAIL kill: 6; FXIIa inh: -1; Wee1 degr inh: 4; FXIa inh: -7; CHOP inh: -14; zVAD death inh: 0.4

How did COc1ccc(CC(=O)NCc2nnc(SCC(=O)Nc3nccs3)n2-c2ccccc2)cc1 do in these assays?
TNF necrop inh: -0.7; EP2 antag: 9; TbHK1 inh: -4; PPC-1+TRAIL kill: 11; FXIIa inh: 9; Wee1 degr inh: 0; FXIa inh: 4; CHOP inh: 19; zVAD death inh: 0.4

How did O=C(NC(=S)Nc1cccc2cccnc12)c1ccccc1 do in these assays?
TNF necrop inh: -1.6; EP2 antag: 27; TbHK1 inh: -5; PPC-1+TRAIL kill: 2; FXIIa inh: 9; Wee1 degr inh: 0; FXIa inh: 7; CHOP inh: 12; zVAD death inh: 0.3

How did CCCCC(=O)NC(NC(=S)N1CCCCCC1)C(Cl)(Cl)Cl (stereo unspecified) do in these assays?
TNF necrop inh: 0.9; EP2 antag: 3; TbHK1 inh: 2; PPC-1+TRAIL kill: 5; FXIIa inh: 5; Wee1 degr inh: 1; FXIa inh: 3; CHOP inh: 4; zVAD death inh: 0.8

What do the screens show for `COc1ccccc1OCCNC(=O)Nc1ccc(Br)cc1`?
TNF necrop inh: 3.4; EP2 antag: 5; TbHK1 inh: -6; PPC-1+TRAIL kill: -2; FXIIa inh: 0; Wee1 degr inh: -3; FXIa inh: -3; CHOP inh: 31; zVAD death inh: 1.2

How did COc1cccc(-n2ccnc2SCC(=O)NCc2ccccc2)c1 do in these assays?
TNF necrop inh: -0.9; EP2 antag: 7; TbHK1 inh: 4; PPC-1+TRAIL kill: -10; FXIIa inh: 11; Wee1 degr inh: -1; FXIa inh: 1; CHOP inh: 20; zVAD death inh: -0.1

What do the screens show for `CCCc1nnc(SCC(=O)N2C(C)CCCC2C)n1CC` (stereo unspecified)?
TNF necrop inh: -0.4; EP2 antag: 6; TbHK1 inh: 14; PPC-1+TRAIL kill: 8; FXIIa inh: 9; Wee1 degr inh: 6; FXIa inh: 2; CHOP inh: 3; zVAD death inh: 1.1

How did Cc1c(CNC(=O)c2cnn3c2NC(c2ccc(Br)cc2)CC3C(F)(F)F)cnn1C (stereo unspecified) do in these assays?
TNF necrop inh: -3.9; EP2 antag: 9; TbHK1 inh: -9; PPC-1+TRAIL kill: 6; FXIIa inh: 7; Wee1 degr inh: -1; FXIa inh: -5; CHOP inh: 19; zVAD death inh: -0.2

What do the screens show for `COc1cccc(C(=O)N/N=c2\sc3ccccc3n2C)c1`?
TNF necrop inh: -1.5; EP2 antag: 5; TbHK1 inh: 0; PPC-1+TRAIL kill: 9; FXIIa inh: 1; Wee1 degr inh: 1; FXIa inh: 1; CHOP inh: 5; zVAD death inh: 0.6

Random excerpt: 3 compounds from above.
How did Cc1c(CNC(=O)c2cnn3c2NC(c2ccc(Br)cc2)CC3C(F)(F)F)cnn1C (stereo unspecified) do in these assays?
TNF necrop inh: -3.9; EP2 antag: 9; TbHK1 inh: -9; PPC-1+TRAIL kill: 6; FXIIa inh: 7; Wee1 degr inh: -1; FXIa inh: -5; CHOP inh: 19; zVAD death inh: -0.2

How did O=C(NC(=S)Nc1cccc2cccnc12)c1ccccc1 do in these assays?
TNF necrop inh: -1.6; EP2 antag: 27; TbHK1 inh: -5; PPC-1+TRAIL kill: 2; FXIIa inh: 9; Wee1 degr inh: 0; FXIa inh: 7; CHOP inh: 12; zVAD death inh: 0.3

What do the screens show for `COc1ccccc1OCCNC(=O)Nc1ccc(Br)cc1`?
TNF necrop inh: 3.4; EP2 antag: 5; TbHK1 inh: -6; PPC-1+TRAIL kill: -2; FXIIa inh: 0; Wee1 degr inh: -3; FXIa inh: -3; CHOP inh: 31; zVAD death inh: 1.2
